PGC1a acetyl inh = modulators of PGC1a acetylation | U2OS PGC1a acetylation, AlphaScreen anti-acetyl-lysine; with virally co-expressed GCN5 acetyltransferase | 350,000 tested, 0.17% active | inhibition, % at 15.6 µM;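 active = every replicate shows inhibition of at least 40%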;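 note: 0% = neutral control wells and 100% = positive control wells; some results beyond the cut were filed as inactive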
LGR2 inh = Drosophila LGR2 receptor signaling inhibition; HEK293 LGR2, CRE-luciferase, bursicon-stimulated, 4 h; 380,000 tested, 0.35% active; inhibition, % at 9.99 µM; AID 720647;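 active = drop in luminescence signal, shown as inhibition above about 50% in the replicate tests, limit read from the data, passing the limit was not always enough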;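 note: agonist challenge used bursicon conditioned medium at about half maximal strength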
PglD inh = inhibitors of Campylobacter jejuni PglD acetyltransferase | purified PglD enzyme, DTNB colorimetric CoA detection | inhibition, % at 12.5 µM | 360,000 tested, 0.098% active; in the data active = inhibition above about 16%, passing the limit was not always enough; note: strong numbers were not always called active
* = called active by the depositor. Not all compounds are listed; rates above refer to the full screens.

(1) CC(c1ccccc1F)n1cc(C(=O)NCCCn2ccnc2)nn1 (configuration not stated)
(2) O=[N+]([O-])c1ccc(S(=O)(=O)CC2CSc3nc4ccccc4n32)cc1 (configuration not stated)
(3) Cc1ccc(S(=O)(=O)c2cc3cc(Br)ccc3oc2=O)cc1
(4) CCCCCCCCSc1nnc(-c2ccc(OC)cc2)o1
(5) O=C(COc1ccc(S(=O)(=O)N2CCCC2)cc1Cl)NCc1ccc2c(c1)OCO2
(6) C=CCn1c(C)c(C(C)=O)c(N2CCN(c3ccccc3)CC2)nc1=S
(7) Nc1nc(SCC(=O)NCCCO)nc2sc3c(c12)CCC3
(8) O=C(NCc1ccccc1)c1c[nH]c2cc3c(cc2c1=O)OCCO3

assay / entry	1	2	3	4	5	6	7	8
PGC1a acetyl inh	-11.1	-0.2	12.3	8.4	2.7	0.5	16.0	15.0
LGR2 inh	3.5	21.1	18.5	5.2	-0.9	3.1	13.8	-47.2
PglD inh	-1.7	8.9	6.0	-3.6	1.8	4.3	11.4	2.9

(9) COc1cc(OC)cc(C(=O)NC(=S)N2CCN(c3ccc(C(F)(F)F)cc3[N+](=O)[O-])CC2)c1
(10) C/C=C/c1ccc(OCCN2C(=O)NC(C)(C)C2=O)c(OC)c1
(11) CCN(CC)C(=O)CC(c1ccc(F)cc1)c1ccco1 (configuration not stated)
(12) Cc1[nH]c(=O)[nH]c(=O)c1S(=O)(=O)N1CCN(c2ccccc2F)CC1
(13) O=C(c1ccco1)n1nc(NCc2ccccc2)nc1NCc1ccccc1
(14) O=C(O)CCCN=CC1=C(O)C(C(=O)c2ccccc2)CCC1=O (configuration not stated)
(15) CCOC(=O)c1cnn2c(C(F)(F)F)cc(-c3ccco3)nc12
(16) Cc1ccc(-c2cc(-c3nnc(SCC(=O)NCC(C)C)n3N)c3ccccc3n2)cc1

assay / entry	9	10	11	12	13	14	15	16
PGC1a acetyl inh	-3.6	-12.4	8.8	12.6	-1.8	8.5	-8.1	-22.8
LGR2 inh	-0.6	3.2	8.9	3.0	9.1	4.7	2.8	8.2
PglD inh	-11.6	-3.7	-1.2	2.9	-3.8	0.3	-2.2	-4.4

(17) Cc1cc(C)c(NC(=S)N2CCC(N(C)CC3CCCO3)CC2)c(C)c1 (configuration not stated)
(18) CSC1=C(C#N)C(C)C2=C(CC(C)(C)CC2=O)N1 (configuration not stated)
(19) O=C(O)/C=C\C(=O)Nc1ccccc1C(=O)N1CCN(c2ccc(Cl)cc2)CC1
(20) c1ccc(C(c2ccccc2)N2CCN(c3ccc4ccccc4n3)CC2)cc1
(21) Cc1ccc(S(=O)(=O)Nc2ccc(C(OC(=O)c3ccccc3[N+](=O)[O-])(C(F)(F)F)C(F)(F)F)cc2)cc1
(22) Nc1nc(NCc2ccco2)nc(N2CCCCCC2)c1[N+](=O)[O-]
(23) COc1ccc(CN2CCN(S(=O)(=O)c3ccc(NC(C)=O)cc3)CC2)cc1OC
(24) Cc1ccc2nc(C3CCCN(C(=O)NCc4ccccc4)C3)[nH]c2c1 (configuration not stated)

assay / entry	17	18	19	20	21	22	23	24
PGC1a acetyl inh	4.8	-3.7	4.7	44.4	-14.6	1.5	-18.8	-5.3
LGR2 inh	10.7	19.4	11.5	15.8	1.9	0.1	-12.5	30.3
PglD inh	1.3	-0.1	9.2	3.2	-17.4	1.6	-1.1	-1.8

(25) CCCn1nnnc1NCc1cccn1C
(26) CN(c1ccccc1)S(=O)(=O)c1ccc(C(=O)OCC(=O)NCc2ccco2)cc1
(27) COc1ccc(NC(=O)C(CCS(C)(=O)=O)NC(C)=O)cc1 (configuration not stated)
(28) Cn1c(=O)n(CCc2ccccc2)c(=O)c2c1nc1n2CCCN1CCc1ccccc1
(29) Cc1cc(=O)[nH]c(SCC2(O)C3CC4CC(C3)CC2C4)n1 (configuration not stated)
(30) Cc1ccc(CC(=O)Nc2nc3ccccc3[nH]2)cc1C
(31) O=S(=O)(N1CCCCC1)n1c(Cc2ccccc2)nc2ccccc21
(32) COc1ccc(S(=O)(=O)Nc2ccc(S(=O)(=O)N3CCCC3)cc2)cc1

assay / entry	25	26	27	28	29	30	31	32
PGC1a acetyl inh	6.2	-12.5	11.0	11.2	14.6	-7.5	-8.2	1.6
LGR2 inh	19.4	6.4	10.3	-8.9	12.2	16.4	14.9	6.8
PglD inh	-4.6	-6.1	5.0	3.4	-2.2	-1.1	0.8	-5.4

(33) CCN(CC)c1ncnc2c1[nH]c1ccccc12
(34) Cc1ccc(Cn2c(SC3CCOC3=O)nc3ccccc3c2=O)cc1 (configuration not stated)
(35) O=C(c1ccccc1)N1CCN(C2CCCCCC2)CC1
(36) COc1cc(C2C(C#N)=C(N)Oc3n[nH]c(C)c32)ccc1OC(=O)c1ccccc1 (configuration not stated)
(37) Cc1cc(C)nc(NC(=O)c2ccc(Cl)c(Cl)c2)n1
(38) Cc1ccc(C(=O)NCC2CCCO2)cc1N1CCCC1=O (configuration not stated)
(39) COC(=O)c1coc(-c2ccc(C)cc2)c1C(=O)OC
(40) COCC(=O)NCCc1nc(-c2ccccc2)cs1

assay / entry	33	34	35	36	37	38	39	40
PGC1a acetyl inh	-11.3	-1.0	-11.1	35.6	-3.4	2.3	-1.5	1.3
LGR2 inh	-3.5	-4.6	4.5	6.8	8.3	2.1	-9.3	-15.1
PglD inh	1.2	4.1	-2.3	-6.0	1.2	7.2	3.2	-8.0

(41) O=C(NCc1ccccn1)c1ccc(NC(=O)c2ccco2)cc1
(42) COCCn1c(C)cc(C(=O)CSc2cc(C)c3ccccc3n2)c1C
(43) O=C(O/N=C1\CCS(=O)(=O)c2sccc21)c1ccccc1
(44) c1ccc(Oc2nc3ccccc3n3cccc23)cc1
(45) Cc1cccc(-c2nnc(SCC(=O)NCc3ccc4c(c3)OCO4)n2C)c1
(46) O=C(Nc1nccs1)c1cc(N2CCOCC2)nc2ccccc12
(47) Cc1cccnc1NC(=O)C1CCN(S(=O)(=O)c2cccs2)CC1
(48) O=C(Nc1cccc(O)c1)c1cc(-c2ccco2)on1

assay / entry	41	42	43	44	45	46	47	48
PGC1a acetyl inh	-10.1	0.0	5.6	-19.6	-23.2	-1.0	-6.4	9.7
LGR2 inh	15.2	-15.5	0.2	-31.6	0.6	10.1	-3.0	-1.0
PglD inh	1.1	5.0	-3.9	1.7	-2.9	-3.1	-0.1	-0.9

The list goes on, overlapping the part above by 4 compounds.
(45) Cc1cccc(-c2nnc(SCC(=O)NCc3ccc4c(c3)OCO4)n2C)c1
(46) O=C(Nc1nccs1)c1cc(N2CCOCC2)nc2ccccc12
(47) Cc1cccnc1NC(=O)C1CCN(S(=O)(=O)c2cccs2)CC1
(48) O=C(Nc1cccc(O)c1)c1cc(-c2ccco2)on1
(49) CCOC(=O)NCC(C#CCN(CC)CC)N(CC)CC (configuration not stated)
(50) CCCCn1c(-c2ccc([N+](=O)[O-])cc2)n[nH]c1=S
(51) COc1ccc(-c2nc3ccccn3c2C=O)cc1
(52) NC(=O)C1CCN(C(=O)/C=C/c2ccco2)CC1
(53) COc1ccc(OC)c(CNn2c(-c3cccc(C)c3)nc3ccccc3c2=O)c1
(54) COc1cc(C(=O)Nc2cccc3cccnc23)cc(OC)c1OC
(55) CCOC(=O)c1cnc(SCC(=O)N2CCN(c3ccccc3)CC2)nc1N
(56) CC1CCC2(CC1)NC(=O)N(CC(=O)c1cccn1C)C2=O (configuration not stated)

assay / entry	45	46	47	48	49	50	51	52	53	54	55	56
PGC1a acetyl inh	-23.2	-1.0	-6.4	9.7	1.5	0.1	23.1	-3.0	-15.0	3.4	1.1	1.7
LGR2 inh	0.6	10.1	-3.0	-1.0	-2.0	-3.1	-56.6	-0.6	4.9	-16.1	-9.3	14.4
PglD inh	-2.9	-3.1	-0.1	-0.9	-2.0	-4.9	-3.2	-0.8	-1.2	-1.5	1.5	0.5

(57) CC(=O)c1cccc(NC(=O)CC2SC(N3CCCCC3)=NC2=O)c1 (configuration not stated)
(58) CCCCOC(=O)CCc1n[nH]c(=O)[nH]c1=O
(59) CCC(CC)=NNC(=O)c1ccccc1OCc1ccc(F)cc1
(60) OCCN1CCN(CC(O)COc2ccc3c(c2)OCO3)CC1 (configuration not stated)
(61) CCOC(=O)c1sc(NC(=O)C2CC=CCC2C(=O)O)nc1C (configuration not stated)
(62) COc1ccc(N2CCN(Cc3nc4c(c(=O)n(C)c(=O)n4C)n3C(C)C(C)=O)CC2)cc1 (configuration not stated)
(63) COc1ccc(C2(O)CCN(C(=O)NC3CCCCC3)CC2)cc1
(64) CCCCOC(=O)Nc1cccc(C(=O)OCC)c1

assay / entry	57	58	59	60	61	62	63	64
PGC1a acetyl inh	-8.1	-6.3	-6.0	-1.8	8.3	-0.5	3.0	-2.0
LGR2 inh	-11.2	-4.4	-6.0	8.8	-3.9	14.5	14.0	-52.5
PglD inh	1.4	5.4	-1.7	-5.6	4.8	3.4	-3.0	-0.2

(65) CCc1ccc(/C=C2/SC(=S)N(CC(=O)Nc3nc4ccccc4s3)C2=O)cc1
(66) Cc1cc(=O)oc(C)c1C(=O)N1CCN(C)CC1
(67) CSc1cc(-c2ccccc2)n(Cc2ccc(Cl)cc2Cl)c(=O)c1C#N
(68) CCc1ccc(NC(=O)CSC2=C(C#N)C(c3ccco3)C3=C(CCCC3=O)N2)cc1 (configuration not stated)
(69) CCOC(=O)c1c(C)[nH]c(C)c1C(=O)COC(=O)/C=C/c1cccc(Cl)c1
(70) Cc1nn(-c2ccccn2)c(C)c1Oc1ccccc1O
(71) CCOC(=O)c1c(C)n(OC)c2ccc3c(no[n+]3[O-])c12
(72) CSc1cc(-c2ccc(Cl)cc2)c(C(=O)N2CCCC2)s1

assay / entry	65	66	67	68	69	70	71	72
PGC1a acetyl inh	18.1	6.1	0.4	-10.9	-4.8	11.9	-1.2	-18.9
LGR2 inh	-4.2	-9.3	19.8	1.1	-6.9	-3.6	1.2	19.0
PglD inh	4.1	4.0	-5.8	-0.7	5.1	-6.0	-1.8	-5.0

(73) CCOC(=O)C(CCCOc1ccc(C)cc1)C(=O)OCC
(74) CCNCC(=O)N1c2ccccc2CCc2ccc(NC(C)=O)cc21
(75) Cc1nnsc1NC(=O)OCC(C)(C)C
(76) COc1ccc(Nc2nc(N)nc(CN3CCN(c4ccccn4)CC3)n2)cc1
(77) CCSc1nc2cc(OC)c(OC)cc2c(=O)n1CC
(78) CC1Cc2ccccc2N1C(=O)C1CCN(S(=O)(=O)c2cccs2)CC1 (configuration not stated)
(79) O=c1c(Cc2ccc(Cl)cc2Cl)c(O)ccn1Cc1ccc(Cl)cc1
(80) CCC1Oc2ccccc2N(CC(=O)NCCCN2CCCCC2C)C1=O (configuration not stated)

assay / entry	73	74	75	76	77	78	79	80
PGC1a acetyl inh	-2.5	-0.9	0.6	-7.3	5.5	6.2	-0.1	-2.9
LGR2 inh	-12.2	6.6	-1.0	-31.5	5.2	3.6	-16.4	-18.0
PglD inh	7.2	-4.8	11.3	3.3	8.5	-1.6	-1.4	-0.3

Record cards (already shown). Order of values: PGC1a acetyl inh, LGR2 inh, PglD inh
`COc1cc(C2C(C#N)=C(N)Oc3n[nH]c(C)c32)ccc1OC(=O)c1ccccc1` (configuration not stated) across the screens: 35.6, 6.8, -6.0
`COc1cc(C(=O)Nc2cccc3cccnc23)cc(OC)c1OC` across the screens: 3.4, -16.1, -1.5
`O=C(Nc1cccc(O)c1)c1cc(-c2ccco2)on1` across the screens: 9.7, -1.0, -0.9
`CCOC(=O)C(CCCOc1ccc(C)cc1)C(=O)OCC` across the screens: -2.5, -12.2, 7.2
`CCOC(=O)c1c(C)n(OC)c2ccc3c(no[n+]3[O-])c12` across the screens: -1.2, 1.2, -1.8

The results go on.
(81) COc1ccc(Cl)c(NC(=O)Nc2c(C)n(-c3ccccc3)c(=O)n2C)c1
(82) CCCCC(C(=O)NCCC(C)C)N(CCCN1CCOCC1)C(=O)c1snc(C(N)=O)c1N (configuration not stated)
(83) Cc1ccc(NC(=O)CS(=O)CC(=O)N(CC(=O)NC2CCCC2)c2cc(C)ccc2C)cc1 (configuration not stated)
(84) COc1ccccc1NC(=O)c1cc(Cl)ccc1NC(=O)c1ccco1
(85) CCOC(=O)Nc1ccc2c(c1)nc(CN1CCOCC1)n2C
(86) CCC1CCCCN1CCCNC(=O)C1CCN(S(=O)(=O)N2CCCCC2)CC1 (configuration not stated)
(87) OC(COc1ccc2ccccc2c1Br)Cn1ccnc1 (configuration not stated)
(88) CCCCCOC(=O)c1ccc(N2C(=O)C3C4C=CC(C4)C3C2=O)cc1 (configuration not stated)
(89) COc1ccc(CN(C(=O)c2ccco2)c2ccccc2)cc1
(90) CCOc1cccc(C(=O)NC(=S)Nc2ccc(N3CCCC3)cc2)c1
(91) O=c1c2cnn(-c3ccccc3)c2ncn1Cc1cccnc1

assay / entry	81	82	83	84	85	86	87	88	89	90	91
PGC1a acetyl inh	-2.0	6.5	7.9	1.3	4.8	-12.6	-5.4	1.6	-18.8	1.8	-1.8
LGR2 inh	-9.2	0.3	3.0	4.6	4.0	5.3	-3.5	-1.7	10.2	3.2	-7.0
PglD inh	-2.0	8.7	0.4	3.6	-1.9	-7.0	3.7	-0.1	2.3	0.3	-0.7

Source: PubChem BioAssay
